# MKP-1 inh – MKP-1 phosphatase inhibitors, primary screen, biochemical, in vitro; Dual specificity protein phosphatase 1 (Homo sapiens), P28562; recombinant MKP-1, OMFP hydrolysis fluorescence; inhibition, %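 (compounds tested at a single concentration somewhere between 10 and 100 µM)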; hit rate 0.15% among 65,000; AID 374, 2006;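 active means inhibition above about 50%, limit read from the data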;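 further: 0% = DMSO max control wells and 100% = wells with enzyme stopped by NaOH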
# Hsp90 block – tumor Hsp90 inhibitors, primary screen, cell lysate, fluorescence polarization, NCI-N417 lysate; Heat shock protein HSP 90-alpha (Homo sapiens), P07900; Cy3B-geldanamycin FP displacement; inhibition, % at 30 µM; hit rate 0.35% among 64,000; AID 429, 2006;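 active means inhibition above 50%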;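 further: 0% = tracer plus lysate wells and 100% = tracer alone without lysate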
# E coli RNAP – E. coli RNAP inhibitors, biochemical; hit rate 0.2% among 62,000; E. coli RNA polymerase, fluorescence transcription assay; inhibition, %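 (tested at 10 µM)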; DNA-directed RNA polymerase subunit beta (Escherichia coli (strain K12)), P0A8V2; AID 559, 2006; in the data active means inhibition above about 20%;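 further: 0% = enzyme without compound and 100% = no enzyme blank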
# Target sequence (P0A8V2 whole entry, looked up): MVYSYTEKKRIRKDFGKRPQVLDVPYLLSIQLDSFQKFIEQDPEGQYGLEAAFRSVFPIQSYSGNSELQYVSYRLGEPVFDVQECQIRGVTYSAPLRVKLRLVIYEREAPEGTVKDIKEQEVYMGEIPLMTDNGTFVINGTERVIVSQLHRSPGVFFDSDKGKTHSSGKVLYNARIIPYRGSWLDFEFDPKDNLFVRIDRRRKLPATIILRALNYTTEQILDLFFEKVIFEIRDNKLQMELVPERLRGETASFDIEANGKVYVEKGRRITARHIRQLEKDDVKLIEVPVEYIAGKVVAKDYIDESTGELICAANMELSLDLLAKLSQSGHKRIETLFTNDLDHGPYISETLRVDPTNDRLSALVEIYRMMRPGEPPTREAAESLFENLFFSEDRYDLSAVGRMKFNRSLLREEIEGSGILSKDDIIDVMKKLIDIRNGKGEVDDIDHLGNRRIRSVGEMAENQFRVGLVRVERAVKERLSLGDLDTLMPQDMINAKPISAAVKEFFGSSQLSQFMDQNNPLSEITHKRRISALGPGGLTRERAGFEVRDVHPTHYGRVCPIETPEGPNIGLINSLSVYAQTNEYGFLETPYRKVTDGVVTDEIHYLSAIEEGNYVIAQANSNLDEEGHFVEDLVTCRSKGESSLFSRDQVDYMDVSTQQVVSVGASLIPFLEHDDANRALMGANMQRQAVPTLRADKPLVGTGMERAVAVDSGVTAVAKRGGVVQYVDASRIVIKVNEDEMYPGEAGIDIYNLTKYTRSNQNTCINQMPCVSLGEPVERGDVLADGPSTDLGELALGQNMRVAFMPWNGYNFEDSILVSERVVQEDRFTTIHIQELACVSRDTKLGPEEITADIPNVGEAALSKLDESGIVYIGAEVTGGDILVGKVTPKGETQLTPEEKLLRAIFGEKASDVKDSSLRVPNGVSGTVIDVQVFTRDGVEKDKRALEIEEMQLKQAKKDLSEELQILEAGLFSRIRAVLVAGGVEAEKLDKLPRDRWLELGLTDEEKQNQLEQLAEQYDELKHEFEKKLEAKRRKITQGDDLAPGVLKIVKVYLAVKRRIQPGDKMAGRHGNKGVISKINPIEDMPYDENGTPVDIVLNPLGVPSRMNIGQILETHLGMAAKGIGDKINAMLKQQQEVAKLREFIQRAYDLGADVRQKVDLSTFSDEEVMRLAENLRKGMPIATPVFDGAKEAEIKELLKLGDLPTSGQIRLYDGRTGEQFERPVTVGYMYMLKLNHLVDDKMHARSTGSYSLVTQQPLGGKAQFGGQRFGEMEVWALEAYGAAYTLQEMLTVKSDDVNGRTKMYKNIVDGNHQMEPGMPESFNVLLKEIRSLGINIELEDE
# D1 allo mod – D1 CRE-luciferase signal change, two-sided – cell-based, HEK293 D1, dopamine EC30, D1 allosteric modulator project, primary screen; D(1A) dopamine receptor (Homo sapiens), P21728; dopamine EC30 potentiation; actives deviate in either direction; B-score at 10 µM; hit rate 5.9% among 58,000; AID 641, 2007;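 active means luminescence count or its row- and column-corrected plate score outside the 99.7% band of the plate's sample wells, on either side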
# Cdc25B inh – inhibitors of Cdc25B phosphatase catalytic domain, primary screen, biochemical, OMFP fluorescence; recombinant Cdc25B, OMFP fluorescence Ex485/Em525; hit rate 0.1% among 65,000; inhibition, %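 (compounds tested at 10 µM final in the well)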; M-phase inducer phosphatase 2 (Homo sapiens), P30305; in the data active means inhibition above about 50%
# Ecoli tolC – growth inhibitors of E. coli tolC mutant, primary screen, strain BW25113 ΔtolC::kan, 384-well | hit rate 2.2% among 65,000 | AID 573, 2007 | OD615 | growth inhibition, % at 10 µM (by protocol);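 active means growth inhibition at or above a cutoff equal to the mean over every tested compound plus 3 SD, cut at about 60% in these data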;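 further: growth measured after 20 h incubation at 37 °C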
#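 Material: E. coli BW25113 ΔtolC::kan, tolC deletion mutant strain. Measure: percent growth inhibition. Schedule: 37 °C, 20 h exposure. Doses: single-point testing at 10 µM. Signal: A615 absorbance measurement. Buffer or medium: kanamycin-containing LB broth (50 µg/mL).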
# CatB mix inh – cathepsin B inhibitors from pooled compounds, primary screen, biochemical, compound mixtures, AMC fluorescence; P07858; Purified cathepsin B, AMC dipeptide fluorescence; inhibition, %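 (ten-compound pools at 5 µM per compound and 50 µM total)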; hit rate 0.06% among 62,000; AID 488, 2006; in the data active means inhibition above about 22%, passing the limit was not always enough;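 further: 0% = enzyme without compound and 100% = no enzyme blank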
# CatB block – human cathepsin B inhibitors, primary screen, biochemical, fluorogenic substrate; purified cathepsin B, fluorescence; inhibition, %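 (tested at 10 µM)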; hit rate 0.1% among 63,000; AID 453, 2006; in the data active means inhibition above about 21%;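 further: 0% = enzyme with no compound and 100% = no enzyme blank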
# AP complement – alternative complement pathway inhibitors, primary screen, biochemical, ELISA, human serum, orthogonally pooled compounds. LPS-coated ELISA, C3 deposition; tested in compound mixtures. inhibition, % at 5 µM. hit rate 0.08% among 62,000;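 active means inhibition above 30% in each of the two pooled mixtures holding the compound, so the lower value exceeds 30%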;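 further: 0% = serum in Mg-EGTA without compound and 100% = EDTA serum blank; some compounds past the cut are filed as inactive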
#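 Medium: diluted human serum in Mg2+-EGTA GVB++. Assay system: human serum complement alternative pathway, C3 deposition onto LPS. Also added: Plate-bound LPS. Technique: Anti-C3 ELISA, OD 450 nm. Measure: percent inhibition. Incubation: 1 h at 37 °C. Dosing: 5 µM each compound, pools of ten, 50 µM per pool.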
# * hit, by the source's call; . = not tested or not shown.
molecule,Ecoli tolC,AP complement,Cdc25B inh,CatB block,E coli RNAP,MKP-1 inh,D1 allo mod,Hsp90 block,CatB mix inh
O=C(Cn1c(=O)sc2ccccc21)Nc1ccccc1C(=O)O,2,9,-7,2,0,-2,0.62,.,-2
CCCCNC(=O)Nc1ccnn1C1CCCCC1,7,4,-19,-3,10,3,-0.12,-3,7
CC(Oc1ccc(Cl)cc1)C(=O)Nc1nccs1 (stereo not drawn),-1,15,-4,1,-6,5,0.9,.,-1
CCOC(=O)c1c(-c2cccs2)csc1NC(=O)c1ccncc1,2,.,13,-3,7,-14,0.78,-3,.
CCCN(CCC(=O)Nc1cc(OC)cc(OC)c1)CC1CC1,-13,5,5,-2,8,-17,-0.66,-3,0
O=C1c2ccccc2C(=O)N1Cc1ccco1,-2,11,-17,2,8,-6,0.97,-7,4
CC(C)N(Cc1ccccc1)C(=O)c1cnc2n(c1=O)CCS2,-7,-1,1,-2,2,4,.,1,-5
CCOC(=O)c1ccc(N2C(=O)C(C)=C(C)C2=O)cc1,-3,16,-2,2,3,28,-0.33,-3,6
O=C(COc1ncnc2ccccc12)N1CCN(S(=O)(=O)c2ccccc2)CC1,-8,-3,-6,0,-2,20,0.22,-4,-3
Cc1cc(C(=O)Nc2ccccn2)cs1,-2,4,-4,2,4,1,-3.8*,-7,-4
COc1ccc(OC)c(NC(=O)C2CCN(c3nc(C)cc(C)n3)CC2)c1,-14,9,-3,0,11,-8,0.5,3,-1
CC1=C(C(N)=O)C(c2ccccc2)n2nc(-c3cccs3)nc2N1 (stereo not drawn),0,-2,-4,-1,-1,-1,0.28,0,3
CSc1ccc(-c2c(C#N)c(N)nc3c2CCCC3)cc1,-2,-4,12,-2,2,-6,0.44,-5,3
O=C(O)CCC(=O)NCc1ccc2[nH]c3c(c2c1)CCCC3,-8,16,-26,4,-1,11,.,63*,1
CCCCNC(=O)CCSc1nc2nc(C)cc(C)n2n1,-4,1,-8,-1,3,7,-0.17,-10,-2
CS(=O)(=O)N(CC(=O)N1CCCC1)c1cccc(Cl)c1Cl,-14,2,1,-3,2,1,-0.4,0,1
Cc1c(NC(=O)c2cccc(F)c2)c(=O)n(-c2ccccc2)n1C,-13,3,5,4,6,-2,-0.71,-2,3
COc1ccc(N2C(=O)C3CCCN3C2c2ccccc2)cc1 (stereo not drawn),-10,10,0,1,5,-1,-0.55,-3,4
CC(C)c1ccc(NC(=O)CSc2nc3c(c(=O)[nH]2)CCC3)cc1,-7,4,4,1,6,7,.,-6,6
O=C(Nc1ccc2nc(-c3cccnc3)[nH]c2c1)c1ccco1,1,21,-6,0,-1,2,-0.087,0,1

# In another format: entries from further up
# The line under a structure holds: Ecoli tolC, AP complement, Cdc25B inh, CatB block, E coli RNAP, MKP-1 inh, D1 allo mod, Hsp90 block, CatB mix inh
COc1ccc(OC)c(NC(=O)C2CCN(c3nc(C)cc(C)n3)CC2)c1
 : -14, 9, -3, 0, 11, -8, 0.5, 3, -1
CC1=C(C(N)=O)C(c2ccccc2)n2nc(-c3cccs3)nc2N1 (stereo not drawn)
 : 0, -2, -4, -1, -1, -1, 0.28, 0, 3

# Carrying on.
molecule,Ecoli tolC,AP complement,Cdc25B inh,CatB block,E coli RNAP,MKP-1 inh,D1 allo mod,Hsp90 block,CatB mix inh
CCc1nc2ccccc2n1Cc1ccccc1OC,51,12,-13,-3,-4,-25,-0.029,2,-6
CN(C)S(=O)(=O)c1ccc(N2CCOCC2)nc1,-28,22,3,2,4,3,0.079,0,4
O=C(Nc1ccc2c3c(cccc13)CC2)c1ccco1,3,14,1,-6,3,6,-0.51,.,2
CN(C)/C=N/c1nc2ccc3c(c2s1)CCCC3,3,-1,-6,3,-1,20,0.92,-1,-3
CN(C)S(=O)(=O)N1CCC(Cc2ccccc2)CC1,7,6,-9,-2,-3,-6,-0.97,-6,-3
Cc1c(C(=O)NCc2ccc3c(c2)OCO3)oc2ccc(S(=O)(=O)N3CCCCC3)cc12,11,-3,-4,4,-3,11,-0.28,-1,-4
Cc1[nH]c2ccccc2c1C(=O)CSc1ncn[nH]1,0,.,5,.,.,7,-0.36,-12,.
N#CCCN1CCN(S(=O)(=O)c2ccc(S(=O)(=O)NCC3CCCO3)cc2)CC1 (stereo not drawn),-9,3,-2,3,3,13,0.52,-1,-1
CC(C)CCNC(=O)CN(C)S(=O)(=O)c1cccc2nsnc12,-10,12,-6,-5,0,-3,-0.42,-4,4
CCOc1cc(S(=O)(=O)NCc2ccccn2)c(C)cc1C,5,1,-7,4,10,14,-0.47,0,3
COCCNC(=O)c1ccccc1NC(=O)c1ccc(OC)c(OC)c1,-6,2,-10,2,-7,3,2.1,-1,-2
COc1ccc(S(=O)(=O)NCCOc2ccccc2)cc1OC,-3,-3,-6,1,7,-12,.,-1,-5
Fc1cccc2sc(N3CCOCC3)nc12,-5,-2,0,-2,11,-7,-0.46,-3,9
O=C(CN1CCC(n2nnc3ccccc32)CC1)NCc1cccs1,0,-12,3,3,-5,15,0.08,-3,3
COc1ccc(N2CCN(C(=O)CN(c3ccccc3)S(C)(=O)=O)CC2)cc1,-31,-4,-2,4,4,6,-1.6,-3,0
CC(=O)NC(CCS(C)(=O)=O)C(=O)N1CCc2ccccc21 (stereo not drawn),-17,.,-3,.,.,-1,0.89,-5,.
CCCCc1cc(=O)oc2c(CN(C)C)c(O)c(Cl)cc12,14,.,5,.,.,-20,.,-5,.
COc1cccc(C(=O)Nc2ccc(NC(=O)C(C)C)nc2)c1,-2,19,-7,4,2,6,-0.06,-2,-4
CC(NCCO)C(=O)C12CC3CC(CC(C3)C1)C2 (stereo not drawn),-17,10,-5,0,9,-13,-0.18,1,6
O=C(Cc1n[nH]c(=O)c2ccccc12)NCc1ccccn1,-6,11,2,4,9,7,-0.82,.,3

molecule,Ecoli tolC,AP complement,Cdc25B inh,CatB block,E coli RNAP,MKP-1 inh,D1 allo mod,Hsp90 block,CatB mix inh
O=C1c2cccnc2C(=O)N1Cc1cccs1,-15,15,-1,-1,0,-12,0.6,-1,3
O=c1nc(N(c2ccccc2)c2ccccc2)[nH]c(=O)[nH]1,5,18,-13,2,4,4,-0.27,3,-1
CCOC(=O)C1=C(N)Oc2c(oc(CO)cc2=O)C1c1c(F)cccc1Cl (stereo not drawn),31,21,-11,-2,2,0,-0.035,-2,3
CC1Oc2ccccc2C=C1C1/C(=C(/O)c2ccccc2)C(=O)C(=O)N1CCCN(C)C (stereo not drawn),-12,-1,4,3,8,8,-0.35,-4,1
c1nc(NC2CCCCC2)c2[nH]cnc2n1,9,.,-35,2,9,-23,.,0,.
CCOc1cccc(NC(=O)C2CCCN(S(=O)(=O)c3ccc(OC)cc3)C2)c1 (stereo not drawn),23,12,1,-6,1,-16,-0.044,1,4
O=C(C1CCN(S(=O)(=O)c2cccc3nsnc23)CC1)N1CC=C(c2ccccc2)CC1,3,10,16,0,5,24,0.29,-5,0
CCC(=O)N1c2ccc(S(=O)(=O)CCC(=O)N3CCn4c3nc3ccccc34)cc2CC1C (stereo not drawn),-10,13,4,2,4,25,3.9*,1,0
Nc1nonc1-c1nc2ccccc2n1CCC(=O)O,2,19,4,7,5,-5,-0.13,0,24
O=C(Nc1cccnc1)Nc1ccc2c(c1)OCO2,-8,0,-7,2,11,1,-0.41,0,5
CCOC(=O)N1CCN(CC(O)c2ccc3c(c2)CCN3)CC1 (stereo not drawn),-13,13,-7,3,-6,8,-3.9*,-2,-3
C[C@]12CC[C@@H]3c4ccc(OC(=O)c5ccccc5)cc4CC[C@H]3[C@@H]1CC[C@@H]2O,3,0,-5,2,2,11,2.5,2,-9
Cc1nn(Cc2ccccc2Cl)c(C)c1C(=O)Nc1nnc(C2CC2)s1,24,9,-10,1,7,17,-0.022,-2,5
Cc1ccc(OCCCC(=O)Nc2ccc3c(c2)OCO3)cc1,-1,21,47,.,.,4,0.35,1,2
Nc1csnc1C(=O)O,6,-22,-8,6,4,-8,0.72,-1,2
COC(=O)CN1C(=O)C(C)=C(c2ccc(C)cc2)S1(=O)=O,-8,8,39,3,8,-4,0.52,1,4
CCOC(=O)c1oc2ccccc2c1CSc1nnnn1-c1ccccc1,3,3,-7,7,10,8,-0.34,0,3
C=CCn1c(SCc2c(C)noc2C)nc2sc3c(c2c1=O)CCCCC3,36,10,-17,2,6,-1,1.2,2,0
CCOCCCNC(=O)Cc1c(C(=O)O)[nH]c2ccc(Cl)cc12,1,7,-6,3,5,4,0.57,3,5
O=C(Cn1cc2c(n1)CCCC2)Nc1ccccc1Br,8,5,-7,4,7,-3,0.55,-4,0

molecule,Ecoli tolC,AP complement,Cdc25B inh,CatB block,E coli RNAP,MKP-1 inh,D1 allo mod,Hsp90 block,CatB mix inh
COc1ccccc1NC(=O)CSc1nc(O)cc(=O)n1C,-3,17,0,.,5,-7,0.71,-3,3
Cc1cc(C)c(S(=O)(=O)NCCC2CCCN2C)c(C)c1 (stereo not drawn),-15,3,-10,4,3,0,-0.23,1,-6
COc1cc(OC)cc(-c2cc3nc4c(c(N5CCN(c6ncccn6)CC5)n3n2)CCCC4)c1,-2,16,-10,-1,4,25,.,-2,7
O=C(NCc1ccc2c(c1)OCO2)Oc1ccccc1,-3,11,-11,3,8,6,-0.21,-4,1
O=C(C1CCCN(S(=O)(=O)c2cccc3cccnc23)C1)N1CCN(c2ccccc2F)CC1 (stereo not drawn),0,5,-27,4,3,-1,-0.87,-5,-1
COc1ccc(C(=O)N(CCN2CCOCC2)CC(=O)NC2CCCC2)cc1OC,-24,-9,-3,4,-13,-22,0.053,-2,-6
CN1CCN(S(=O)(=O)c2ccc(NC(=O)c3ccc(Br)o3)cc2)CC1,-24,-1,-5,2,2,-11,-0.57,0,3
COC(=O)c1ccc(Oc2nc(NC(C)C)nc(N(C)C)n2)cc1,-5,15,-16,-2,-2,6,1.2,9,-1
Cc1cccc(NC(=O)CC2NC3CCCCC3NC2=O)c1 (stereo not drawn),-13,4,-4,0,3,-6,-0.87,-3,3
c1ccc(OCc2nn3c(-c4cccnc4)nnc3s2)cc1,14,.,12,2,2,-33,.,0,.
CCC1(COC(NC(=O)c2cccnc2)(C(F)(F)F)C(F)(F)F)COC1,-26,7,0,4,12,3,-7*,-1,3
CC1(C)CC(NS(=O)(=O)c2ccc(S(=O)(=O)N3CCOCC3)cc2)CCO1 (stereo not drawn),-11,9,-9,-1,9,-16,-0.073,-1,0
Cc1c(C(=O)NCc2ccc3c(c2)OCO3)oc2ccc(S(=O)(=O)N3CCCCCC3)cc12,39,17,-6,0,1,8,.,.,0
CCOC(=O)C1=C(C)NC(=O)NC1c1ccc(N(CC)CC)cc1 (stereo not drawn),7,-1,0,5,14,7,1.2,0,6
O=C(NCc1cccs1)Nc1ccc2c(c1)OCO2,-4,10,-8,5,4,-7,0.021,-1,-1

# Part of the list above with just AP complement, CatB mix inh and MKP-1 inh.
smiles	AP complement	CatB mix inh	MKP-1 inh
Cc1cccc(NC(=O)CC2NC3CCCCC3NC2=O)c1 (stereo not drawn)	4	3	-6
c1ccc(OCc2nn3c(-c4cccnc4)nnc3s2)cc1	.	.	-33
CCC1(COC(NC(=O)c2cccnc2)(C(F)(F)F)C(F)(F)F)COC1	7	3	3
